Screening data as filed in PubChem.
EPAC2 ag – qHTS for Agonist of cAMP-regulated guanine nucleotide exchange factor 4 (EPAC2): primary screen; Rap guanine nucleotide exchange factor 4 (Homo sapiens), Q8WZA2; hit rate 0.079% among 360,000; AID 720711, 2013; EPAC2 activation, biochemical qHTS; response scale: 100% = 6.5 mM cAMP response; Potency, µM (doses to about 154 µM), for inactives: at the top dose activation, hits mostly activators; note: potency is the fitted concentration of half-maximal effect; nearly all actives have a fitted effect of over 50% in size
Target sequence (Q8WZA2 whole entry, looked up): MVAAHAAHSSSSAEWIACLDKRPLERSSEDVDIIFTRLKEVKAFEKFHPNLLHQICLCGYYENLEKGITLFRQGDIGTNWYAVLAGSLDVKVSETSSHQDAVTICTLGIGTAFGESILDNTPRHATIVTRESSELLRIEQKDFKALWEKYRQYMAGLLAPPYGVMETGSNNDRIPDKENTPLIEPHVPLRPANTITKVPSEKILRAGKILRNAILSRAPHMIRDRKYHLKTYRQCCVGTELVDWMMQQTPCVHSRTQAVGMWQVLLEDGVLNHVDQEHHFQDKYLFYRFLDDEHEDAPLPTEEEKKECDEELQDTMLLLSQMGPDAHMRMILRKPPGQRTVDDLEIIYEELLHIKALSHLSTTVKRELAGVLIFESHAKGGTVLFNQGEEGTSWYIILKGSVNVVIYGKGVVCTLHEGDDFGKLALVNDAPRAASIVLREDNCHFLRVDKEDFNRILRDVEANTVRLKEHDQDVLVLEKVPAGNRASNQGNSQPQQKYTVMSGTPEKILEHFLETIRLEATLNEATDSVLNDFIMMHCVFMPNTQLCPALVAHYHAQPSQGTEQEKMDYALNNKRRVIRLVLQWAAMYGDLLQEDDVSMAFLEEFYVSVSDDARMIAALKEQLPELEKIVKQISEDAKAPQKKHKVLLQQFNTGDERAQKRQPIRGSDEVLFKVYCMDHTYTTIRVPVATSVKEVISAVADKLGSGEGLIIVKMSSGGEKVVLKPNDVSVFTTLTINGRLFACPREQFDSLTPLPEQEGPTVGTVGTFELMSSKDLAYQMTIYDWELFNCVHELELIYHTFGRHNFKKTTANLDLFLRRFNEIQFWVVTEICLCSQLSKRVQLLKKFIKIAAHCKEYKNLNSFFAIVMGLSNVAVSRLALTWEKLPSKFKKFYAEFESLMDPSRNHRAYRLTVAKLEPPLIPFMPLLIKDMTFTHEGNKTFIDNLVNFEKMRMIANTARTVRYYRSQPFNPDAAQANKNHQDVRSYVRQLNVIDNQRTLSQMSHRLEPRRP
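Compounds were titrated in qHTS against a Rap1B-BODIPY-GDP (250 nM) complex with EPAC2 (100 nM) and GDP (50 uM). BODIPY-GDP release tracked at 480/540 nm over 30 min at room temperature, normalized to 6.5 mM cAMP.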
DRD3 antagonist – qHTS of D3 Dopamine Receptor Antagonist: qHTS | max response, negative = inhibition, % | AID 652054, 2013 | D(3) dopamine receptor (Homo sapiens), P35462 | D3R cells, DiscoveRx beta-arrestin luminescence, antagonist mode; active compounds read low | hit rate 2.5% among 360,000; in the data active = max response below about -50%; inconclusive = no clear call, values can overlap the other calls; note: % is set by controls: 0 for no effect and ±100 for the full control effect; mostly tested at two doses, the higher about 12 µM
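Cells expressing the human receptor were seeded at 1500 cells/well, incubated overnight at 37 degrees C in 5% CO2, then exposed to library compounds with dopamine controls for 90 minutes at 37 degrees C before luminescent detection.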
DRD3 agonist – qHTS of D3 Dopamine Receptor Agonist: qHTS. hit rate 0.58% among 410,000. D(3) dopamine receptor (Homo sapiens), P35462. max activation, %. D3R DiscoveRx beta-arrestin cells, luminescence, 90 min; in the data active = max activation above about 30%; note: 0% is about no effect; mostly tested at two doses, the higher about 12 µM
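Cells at 1500/well, incubated overnight, then treated with pinned compounds (dopamine as control) for 90 min at 37 degrees C. DiscoveRx reagent added for 30 - 60 minutes at room temperature; luminescence read.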
Abeta yeast res – qHTS for compounds that reverse cellular toxicity of Amyloid beta (A-beta) peptide in yeast: Primary Screen; yeast expressing A-beta42, growth rescue, OD600, 48 h; response scale: 0% DMSO, 100% iron-clioquinol control; Potency, µM (titrated, usually from 46.1 µM), for inactives: top-dose growth rescue, hits mostly activators; hit rate 0.063% among 410,000; AID 1347071, 2019; note: potency is the fitted concentration of half-maximal effect; nearly all actives have a fitted effect of over 55% in size
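Yeast growth medium received pinned compounds, then yeast cells expressing toxic A-beta were added; plates incubated at 30 C for 48 hr. Growth read as absorbance at 600 nm, normalized to DMSO and equimolar FeCl3 plus clioquinol controls.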
aSyn yeast inh – qHTS of alpha-syn Inhibitors; Yeast expressing alpha-synuclein, growth rescue, BacTiter-Glo, 24 h; Potency, µM (top dose mostly 46.1 µM), inactives show at the top dose growth rescue (activation), most hits filed as activators; hit rate 0.14% among 370,000; AID 652106, 2013; note: potency is the fitted concentration of half-maximal effect; % of control where 0% means no effect; nearly all actives have a fitted effect of over 65% in size
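Screening used galactose-induced yeast with toxic alpha-synuclein levels, exposed to compound for 24 hr at 30 deg C. Cell growth, read with BacTiter-Glo luminescence, gave the measured signal.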
TDP43 rescue – qHTS of TDP-43 Inhibitors. AID 652104, 2013. TDP-43 expressing yeast growth rescue, BacTiter-Glo, 24 h. Potency, µM (titrated, usually from 46.1 µM), without a hit: at the top dose growth rescue (activation), actives largely listed as activators. hit rate 1.8% among 410,000; note: potency is the fitted concentration of half-maximal effect; % of control where 0% means no effect; nearly all actives have a fitted effect of over 50% in size
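In this qHTS, compounds that restore growth of yeast expressing TDP-43 appear as activators. Cells (OD600=0.02, galactose medium, raffinose-pregrown) are incubated with compound 24 hr at 30 deg C and growth is quantified by BacTiter-Glo.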
EPAC2 antagonist – qHTS for Antagonist of cAMP-regulated guanine nucleotide exchange factor 2 (EPAC2): primary screen; Rap guanine nucleotide exchange factor 4 (Homo sapiens), Q8WZA2; EPAC2 GEF exchange of Rap1B-BODIPY-GDP, fluorescence; Potency, µM (series often up to 114 µM), without a hit: at the top dose activity, negative = inhibition, most hits filed as inhibitors; hit rate 0.18% among 360,000; note: potency is the fitted concentration of half-maximal effect; % is set by controls: 0 for no effect and ±100 for the full control effect; nearly all actives have a fitted effect of over 45% in size; many of its hits are not listed in these tables
FUS suppressor – qHTS for Suppressors of FUS Proteinopathy: Primary screen using FUS-linked yeast assay; Potency, µM (top dose mostly 76.6 µM), for the others: at the highest dose growth rescue (activation), actives largely listed as activators; hit rate 0.24% among 390,000; S. cerevisiae FUS-expressing, growth rescue, OD600, 24 h;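 note: potency is the fitted concentration of half-maximal effect; plate controls were DMSO vehicle for no effect and reference control for full effect; nearly all actives have a fitted effect of over 55% in size; some results filed as inactive show a strong effect at the top dose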
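Compound concentration series was pinned onto galactose-induced FUS-expressing yeast seeded at OD 0.005. Plates sat 24hr at 30C; absorbance at 600 nm gave growth. DMSO served as background control.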
* hit, by the source's call; ? = inconclusive; . = not tested or not shown; [ ] = remark or other dose. Unless noted, calls come from the whole dose curve; as a rule, active = well fitted curve in the direction sought with a large enough effect; inconclusive = small, poorly fitted or top-dose-only effect, or another doubt; inactive = no such curve, though single readings can be large; an effect the other way counts as inactive or inconclusive. A portion of the library. The share of hits here may be higher or lower than overall.

SMILES	EPAC2 ag	DRD3 antagonist	DRD3 agonist	Abeta yeast res	aSyn yeast inh	TDP43 rescue	EPAC2 antagonist	FUS suppressor
O=C1CCN(Cc2ccccc2)CCN1CCSc1ccccc1	0%	5	1	6%	1%	5%	4%	-8%
OCCC1CN(Cc2cccn2-c2cccnc2)CCN1C1CCCC1 (stereo not given)	8%	-21	-4	-2%	-5%	6%	-3%	-14%
COc1ccc(-n2c(C)cc(C(=O)CN3C(=O)c4ccccc4C3=O)c2C)cc1	19%	0	-6	-16%	0%	0%	1%	17%
C=CCNC(=O)c1ccc(-c2nc(-c3ccccc3)cs2)cc1	-4%	10	-2	11%	.	?	3%	12%
O=C(CN1C(=O)NC2(CCc3ccccc32)C1=O)c1ccc(Br)s1 (stereo not given)	-1%	9	3	3%	-2%	-20%	0%	.
Cc1cc2c(OCC(O)CN3CCCC3)cccc2[nH]1 (stereo not given)	7%	9	-1	-19%	0%	-19%	-1%	-5%
Cc1ccc(S(=O)(=O)Nc2cccc(S(=O)(=O)N3CCCC3)c2)cc1C	0%	6	-8	23%	-1%	11%	-2%	19%
O=C(Nc1cc2c(cc1Cl)-c1ccc([N+](=O)[O-])cc1C2=NO)C(F)(F)F	-5%	-11	-7	-26%	-1%	22%	-15%	.
COC(C[C@@H](O)C[C@@H](O)COCc1ccccc1)OC	3%	0	-17	?	-7%	-25%	33%[activator]	0%
Cc1ccc(SC(C)C(=O)NCc2ccc(F)cc2)cc1 (stereo not given)	6%	-30	-10	-3%	2%	-7%[9.22 µM]	-5%	8%
CC(=O)N1CCCc2cc(S(=O)(=O)N3CCCC3)ccc21	7%	14	0	4%	0%	-6%	-2%	-16%
COc1ccc(S(=O)(=O)n2oc(=O)cc2-c2ccccc2)cc1	-12%	-23	2	-31%	10%	?	2%	12%
CCCCNCC(O)(c1ccc(Cl)cc1)c1ccc(Cl)cc1	19%	-87*	-27	24%	6%	-19%	1%	31%
Cc1cccc(C)c1NC(=S)N(Cc1ccccc1)Cc1cccnc1	13%	-3	-7	0%	-5%	-12%	-17%	13%
COc1cccc(C(=O)NCC2CCN(c3ccc(S(=O)(=O)N4CCOCC4)cc3)CC2)c1	-1%	4	1	-2%	-2%	-2%	13%	28%
CCCCc1ccc(NC(=S)NCc2cccs2)cc1	15%	-4	-4	11%	.	-7%	-6%	-11%
O=C(CNc1cccc(Cl)c1)c1ccc(Cl)cc1	11%	-6	-8	0%	-8%	-5%	2%	12%
CCN1C(=O)/C(=C\C=C\c2ccccc2[N+](=O)[O-])SC1=S	-5%	-12	0	-15%	2%	-16%[9.22 µM]	-2%	-5%
O=Cc1sc([O-])nc1-[n+]1ccc2ccccc2c1	10%	6	13	-2%	5%	16%	7%	-13%
O=C(Nc1ccccc1C(=O)N1CCN(CCO)CC1)c1cccc([N+](=O)[O-])c1	1%	12	2	9%	-6%	20%	1%	-13%
Cc1ccc(-n2cc(CN3CCN(c4ccccn4)CC3)c(-c3ccc(F)cc3)n2)cc1	1%	-62*	-21	16%	8%	7%	-7%	3%
Cc1ccc(S(=O)(=O)Nc2ccc(NC(=O)c3cccnc3)cc2)cc1	6%	1	-3	-15%	1%	?	-8%	15%
Cc1ccc([C@H]2C[C@@H](n3cc(-c4ccc(F)cc4)nn3)[C@H](O)CN2CC2CCCCC2)cc1	0%	1	4	?	15%	0%	-10%	21%
COCCNC(=O)CSc1nc2ccccc2c(=O)n1-c1cccc(OC)c1	3%	20	7	-4%	5%	-23%	4%	13%
Cn1c(CNC(=O)C(Cc2ccccc2)NC(=O)c2ccccc2F)cc(=O)n(C)c1=O (stereo not given)	16%	-10	2	14%	-5%	5%	-6%	-3%
(more compounds)
SMILES	EPAC2 ag	DRD3 antagonist	DRD3 agonist	Abeta yeast res	aSyn yeast inh	TDP43 rescue	EPAC2 antagonist	FUS suppressor
C=CCNC(=O)C1CC(=O)N(c2ccc(OCC(=O)Nc3ccccc3)cc2)C1 (stereo not given)	-8%	5	-4	20%	1%	-10%	2%	15%
CN1/C(=C\C(=O)COc2ccc3c(c2)OCO3)C(C)(C)c2ccccc21	27%	11	-1	-25%	-5%	-17%	-7%	13%
COc1cc(/C=C2\SC(=S)N(NC(=O)c3cccc(O)c3)C2=O)ccc1O	1%	-22	-15	-16%	-17%	-23%	-29%	5%
CCCc1cc(=O)c2c(O)ccc(OC)c2o1	3%	-5	-16	-19%	-5%	0%	-1%	-25%
Cc1c(C(=O)N2CCC[C@H]2CO)oc2c(F)cccc12	9%	-7	1	-3%	-6%	-13%	-10%	0%
O=C(COc1ccc(Br)cc1)Nc1ccc(C(=O)OC2CCCCC2)cc1	.	.	-2	9%	.	17%	.	7%
CC(C(=O)NCCS(=O)(=O)c1ccc(Cl)cc1)S(=O)(=O)c1ccccc1 (stereo not given)	11%	-1	-3	-7%	-3%	-6%	4%	14%
CC1C(=O)Nc2ccc(S(=O)(=O)NCCc3ccc(Cl)cc3)cc2NC1=O (stereo not given)	1%	-14	-1	4%	?	13%	-1%	-11%
O=C(NCc1cn2ccsc2n1)c1c(F)cccc1Cl	6%	2	1	-1%	1%	22%	6%	-13%
Cc1ccc(SCCC(=O)Nc2cccnc2)cc1	4%	9	13	16%	5%	-6%	1%	-5%
Fc1ccc(-c2nc(-c3cccs3)no2)cc1	4%	2	-4	-17%	-3%	-5%	9%	-14%
O=C(COC(=O)CNC(=O)c1cccc([N+](=O)[O-])c1)Nc1cccc(S(=O)(=O)N2CCCC2)c1	-6%	4	2	9%	?	18%	-12%	.
COc1cc(O)c(C(CCN2CCN(c3ccccc3)CC2)c2ccc3c(c2)OCO3)c(OC)c1 (stereo not given)	-1%	-108*	-63	13%	1%	20%	6%	-5%
O=C(c1ccco1)c1cn(CC(=O)N2CCCC2)c2ccccc12	3%	-1	6	-10%	1%	16%	4%	0%
CC(C)C(=O)NCCc1nc2ccccc2n1C	-3%	10	-1	-1%	0%	-11%	8%	-9%
O=C(O)CSCc1cnn(-c2ccccc2)c1-n1cccc1	1%	-29	1	-12%	-9%	-23%	13%	11%
CC1CCCCC12NC(=O)N(CC(=O)NCCc1c[nH]c3ccccc13)C2=O (stereo not given)	7%	0	1	-14%	-5%	2%	0%	7%
N#Cc1ccc(-c2nc3ccc(Br)cn3c2Cc2ccccc2C(F)(F)F)cc1	1%	3	5	-6%	9%	9%	-19%	13%
CCOC(=O)N1CCN(C(C(=O)NC2CCCC2)C(C)C)CC1 (stereo not given)	2%	-16	11	-14%	0%	0%	0%	-2%
CCc1ccc(NS(=O)(=O)c2cc(OC)ccc2OC)cc1	-4%	13	0	?	2%	14%	-8%	-10%
O=C(c1ccc(Cn2cc(Cl)cn2)cc1)N1CCN(c2ccccc2)CC1	5%	10	0	5%	10%	?	3%	?
CCOC(=O)C(C)Sc1ncnc2c1nnn2-c1ccc(F)cc1 (stereo not given)	-2%	?	6	-16%	-1%	18%	20µM*	-3%
O=C(COC(=O)c1ccc2ncsc2c1)NCc1cccc(Cl)c1	11%	5	-3	-2%	8%	28µM*	-8%	10%
COc1ccc(NC(=O)CCN2CCC(C)CC2)cc1	4%	-76*	-6	7%	5%	5%	-1%	-20%
Cc1cc(Br)ccc1NC(=O)CNC(=O)Cn1ncc(Cl)c(Cl)c1=O	3%	-83*	-15	-7%	-7%	-4%	13%	10%

Arranged by SMILES length (falling): 3 of the compounds above
SMILES	EPAC2 ag	DRD3 antagonist	DRD3 agonist	Abeta yeast res	aSyn yeast inh	TDP43 rescue	EPAC2 antagonist	FUS suppressor
CCN1C(=O)/C(=C\C=C\c2ccccc2[N+](=O)[O-])SC1=S	-5%	-12	0	-15%	2%	-16%[9.22 µM]	-2%	-5%
Cc1cccc(C)c1NC(=S)N(Cc1ccccc1)Cc1cccnc1	13%	-3	-7	0%	-5%	-12%	-17%	13%
Cc1c(C(=O)N2CCC[C@H]2CO)oc2c(F)cccc12	9%	-7	1	-3%	-6%	-13%	-10%	0%

(continued)
SMILES	EPAC2 ag	DRD3 antagonist	DRD3 agonist	Abeta yeast res	aSyn yeast inh	TDP43 rescue	EPAC2 antagonist	FUS suppressor
CCCCOc1cccc(C(=O)N(Cc2ccc(N(C)C)cc2)C2CCS(=O)(=O)C2)c1 (stereo not given)	.	.	-5	-8%	.	1%	.	32%
CCOc1ccc(NC(=O)c2cc(C)nc3c2c(C)nn3-c2ccc(C)cc2)cc1	.	.	7	-10%	.	0%[9.22 µM]	.	-13%
O=S(=O)(Nc1ccc2nc(C(F)(F)F)[nH]c2c1)c1ccccc1	7%	9	-1	18%	3%	-9%	2%	-9%
CCCCCCCCCC(=O)N/N=C/c1ccc(C)s1	-17%	-11	15	-3%	6%	-3%	-27%	25%
c1ccc(-c2csc(NNC3=NCCCCC3)n2)cc1	11%	-8	-5	-12%	-3%	-20%	17%	?
O=C(O)c1ccc(Oc2ccc([N+](=O)[O-])cc2)c([N+](=O)[O-])c1	8%	0	-19	13%	-1%	-1%	29%	.
Cc1cccc(/N=C2/NC(=O)C(Cc3ccccc3)S2)n1 (stereo not given)	8%	-15	-1	5%	-7%	-14%	4%	10%
Cc1cc(N2CCN(c3ccccc3)CC2)n2c(n1)nc1ccccc12	-1%	45	22	-3%	-1%	-2%	-3%	28%
COc1ccc(S(=O)(=O)N2CCc3ccccc3C2)cc1	9%	13	5	-1%	6%	-3%[0.397 µM]	-19%	5%

4 compounds from above, showing only TDP43 rescue, EPAC2 antagonist and DRD3 antagonist:
smiles | TDP43 rescue | EPAC2 antagonist | DRD3 antagonist
CCCCCCCCCC(=O)N/N=C/c1ccc(C)s1 | -3% | -27% | -11
c1ccc(-c2csc(NNC3=NCCCCC3)n2)cc1 | -20% | 17% | -8
O=C(O)c1ccc(Oc2ccc([N+](=O)[O-])cc2)c([N+](=O)[O-])c1 | -1% | 29% | 0
Cc1cccc(/N=C2/NC(=O)C(Cc3ccccc3)S2)n1 (stereo not given) | -14% | 4% | -15
